SSB-PriA inh = inhibitors of Klebsiella pneumoniae PriA binding to SSB C-terminal tail, primary screen, biochemical, AlphaScreen | PriA–SSB C-terminal tail interaction (Klebsiella pneumoniae) | AlphaScreen SSBct-PriA binding, biotinylated peptide | inhibition, % at 33 µM | actives 0.6% (n = 430,000); in the data active = inhibition mostly above about 37%, no sharp cut-off; inactive = mostly below about 20%;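 note: plate controls were negative control peptide for no effect and reference peptide for full effect; strong numbers were not always called active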
Starred values were filed as active, the others as inactive; & = joins results of further samples. Not all compounds are listed; the hit share may differ from the screen's.

SMILES	SSB-PriA inh
CCn1c(C)cc2c(c1=O)C(c1ccccc1[N+](=O)[O-])C(C#N)=C(N)O2 (configuration not stated)	-3.0
O=C(CCc1cccc(Cl)c1)NCC(O)c1ccc(C(F)(F)F)cc1 (configuration not stated)	-11.0
CS(=O)(=O)c1ccc2nc(N(Cc3cccnc3)C(=O)c3cccc(C(F)(F)F)c3)sc2c1	-10.0
Cc1cc[n+](-c2[nH]c(=O)sc2C=NNC(=O)c2ccccc2[O-])cc1C	4.1
COc1ccc(C(F)(F)F)cc1NC(=O)C1CCN(c2cc(-n3cncn3)ncn2)CC1	-48.0
CC(Cc1ccoc1)NC(=O)CSCc1ccccc1 (configuration not stated)	-2.0
COc1ccccc1C1(CNC(=O)C2CC=CCC2)CCOCC1 (configuration not stated)	-9.0
O=C(Cn1c(C2CC2)nc2c(cnn2-c2ccccc2)c1=O)Nc1ccccc1F	-3.0
Cc1ccc(CC(=O)Nc2nnc(-c3ccco3)o2)c(C)c1	41.0*
Cc1ccc(C)c(Sc2cc(N3CCC(C(=O)NCCc4ccccn4)CC3)ncn2)c1	-8.0
CN1CCC(CNS(=O)(=O)c2ccc(Cl)s2)CC1	-5.0
CCn1nc(C(=O)N(CCCN(C)C)c2nc3c(C)ccc(Cl)c3s2)cc1C	-5.0
O=C(NCC1CN(c2ccc(Cl)cc2)C(=O)O1)c1cc(=O)c2ccccc2o1 (configuration not stated)	-4.0
COc1ccc(-n2nnc(-c3nc(-c4ccccc4F)no3)c2C)cc1Cl	-35.0
CC(C)(C)c1ccc(O)c(C=NO)c1	0.0
CCOC(=O)c1ccc(NC(=O)CSc2nnc(-c3cccnc3)o2)cc1	-8.0
O=S(=O)(CCc1ccccc1)NCC[C@H](O)c1ccccc1	-4.0
COCCCNC(=S)NN=Cc1ccc(N(C)C)cc1	4.7
CC(C)N1CCC(CNS(=O)(=O)c2ccc3c(c2)OCCO3)CC1	5.0
O=C(NC1CCCC1)c1cc(-c2cccc(F)c2)n[nH]1	-19.0
C=CCOC(=O)C1=C(C)N=C(SCC(=O)Nc2nccs2)C(C#N)[C@H]1c1ccc(O)c(OC)c1 (some centres not stated)	1.0
O=C(CC(c1ccccc1)c1ccccc1)NCCOc1ccc2c(c1)OCO2	15.0&16.0
COc1ccc(Cl)cc1NC(=O)NCCc1csc(-c2ccc(F)cc2)n1	8.0
Cc1ccc(S(=O)(=O)N2CC3(CN(C(C)C)C3)C2)cc1	-1.0
CCOc1cc(C=NO)cc(Br)c1OCC	-0.9
CCN(CC)CCN(C(=O)c1ccccc1OC)c1nc2c(F)cc(F)cc2s1	2.0
O=C(c1ccc(Cl)cc1)N1CCCCC(Sc2nnnn2-c2ccccc2)C1=O (configuration not stated)	3.0
CCSc1ccccc1C(=O)NCC1(O)CCCc2cc(OC)ccc21 (configuration not stated)	-10.0
O=c1ccc(-c2ccncc2)nn1CCNS(=O)(=O)c1ccc2ccccc2c1	-19.0
COc1cccc(C(=O)Nc2cc(C)nn2-c2nc3ccc(OC)cc3s2)c1	-1.0
CCCN1C(=O)CCc2cc(NC(=O)Cc3ccc(OC)cc3)ccc21	-6.0
Nc1nc2c(F)cc(F)cc2s1	-5.0
CCN(CC)C(=O)C1C(=O)NC23CCCCC2C1c1ccccc1O3 (configuration not stated)	0.0
CCS(=O)(=O)c1ccc(C(=O)Nc2nc3c(C)cc(Cl)cc3s2)cc1	0.0&6.0
CC(=NNC(=O)c1ccc(O)cc1)c1ccc(NC(=O)Cc2ccccc2)cc1	1.6
Cc1cccc(NC(=O)C23CCC(C)(C(O)C2)C3(C)C)n1 (configuration not stated)	-1.0
Cc1onc(-c2ccccc2Cl)c1C(=O)NCCc1nc(-c2cccs2)cn1C	-2.0
Cc1ccc(S(=O)(=O)N2CCCC(c3nnc(Cc4ccc(F)cc4)o3)C2)c(C)c1 (configuration not stated)	-12.0
O=C1OC[C@H]2CCCN2C(=O)[C@@H](CC(=O)N(CCO)Cc2ccccc2)C/C=C/C[C@H]1Cc1ccc(F)cc1	-9.2
N/C(=N/OC(=O)COc1ccc(Cl)cc1)c1ccccn1	-9.0
COC(=O)c1c(NC(=O)CSc2nnnn2-c2ccccc2OC)sc2c1CCC2	3.0
COc1cccc(CSc2nc(C)c(CC(=O)Nc3cccc(F)c3)c(=O)[nH]2)c1	-3.0
O=C1CCS(=O)(=O)N1c1ccc(S(=O)(=O)Nc2ccccc2F)cc1	-18.0
CCC(NCC(O)CN(c1ccc(OC)cc1)S(=O)(=O)c1ccc(Cl)cc1)C(=O)O (configuration not stated)	-1.0
COc1ccc(Cl)cc1NC(=O)C(=O)NCC1CCN(C2CCCC2)CC1	-3.0
COc1cc(C=Nn2cnnc2)ccc1OCC(=O)Nc1ccc(C)cc1	-7.3
Cc1ccc(C)c2sc(N3CCN(C(=O)CCSc4ccc(F)cc4)CC3)nc12	-11.0&-7.0
Cc1ccc(-c2ccc(=O)n(CCCNC(=O)c3ccc(C)c(C)c3)n2)cc1	-8.0&-2.0
Cc1nc(-c2ccccc2)sc1C(=O)NCCCn1nc(-c2ccccc2)ccc1=O	-18.0
NC(=O)c1ccccc1OCC#CCNC(=O)C1(c2cccs2)CCCC1	-5.0
COc1ccc(CCNC(=O)c2sc(=S)n(-c3ccccc3C)c2N)cc1OC	27.0
O=c1nc(-c2ccccc2Cl)c2cc(Br)ccc2[nH]1	3.0
O=C(Nc1nnc(Cc2ccc(F)cc2)o1)C1CCCC1	-6.0
COc1ccc(S(=O)(=O)CCCC(=O)Nc2nnc(-c3ccncc3)o2)cc1	8.0
CCn1nc(C(=O)Nc2nc3c(OC)ccc(C)c3s2)cc1C	-8.0
CCOCC(=O)Nc1ccccc1Cc1nc(-c2ccncc2)no1	1.0
O=C(CCS(=O)(=O)c1ccccc1)N1CCC(COCc2ccc(F)cc2)CC1	-17.0
COC(=O)CCNc1ccccn1	5.0
Cc1nc2ccccn2c(=O)c1NC(=O)c1cc2ccccc2oc1=O	-8.0
Cc1ccc2nc(Nc3ccc(Cl)cc3Cl)nc(-c3ccccc3)c2c1	-6.0

Continued, overlapping the part above by 2 compounds.
SMILES	SSB-PriA inh
Cc1nc2ccccn2c(=O)c1NC(=O)c1cc2ccccc2oc1=O	-8.0
Cc1ccc2nc(Nc3ccc(Cl)cc3Cl)nc(-c3ccccc3)c2c1	-6.0
O=C(c1csc(Nc2ccc(OC(F)(F)F)cc2)n1)N1CCC(Cc2ccccc2)CC1	7.0
Cc1occc1-c1nc2s/c(=C\c3ccc(-c4cc(Cl)cc(Cl)c4)o3)c(=O)n2n1	-9.0
C=CCc1cccc(C=NNC(=O)CCCNc2ccc(C)cc2)c1O	-9.1
Cc1ccc(CSc2nc3c(c(=O)[nH]2)C(c2ccc4c(c2)OCO4)C2=C(CCCC2=O)N3)cc1 (configuration not stated)	2.0
CN(C)c1ccc(C(CNC(=O)C(=O)NCCC2=CCCCC2)N(C)C)cc1 (configuration not stated)	17.0
O=C(C1COc2ccccc2O1)N(CC(F)(F)F)C1CCOCC1 (configuration not stated)	0.0
Cc1cccc(N2C=C(C#N)S(=O)(=O)c3ccc(Cl)cc32)c1C	-7.0
CC1(C)COc2cc(NC(=O)COc3ccc(F)cc3)ccc2NC1=O	16.0
Cc1nc(N2CCCC2)nc(C)c1NC(=O)COc1ccccc1	-9.0
O=C(NCCOc1ccc2nnc(-c3ccccc3)n2n1)c1c(F)cccc1F	0.0
O=C(CCSc1nc2ccccc2s1)NN=Cc1c(O)ccc2ccccc12	-10.9
CN(C)S(=O)(=O)c1ccc(-c2nnc(N)o2)cc1	16.0
COc1ccc(Cl)cc1NC(=O)CSc1ncnc2c1cnn2-c1ccc(C)cc1C	-19.0&-11.0
C=CCn1c(SC)nc2scc(-c3ccc(C)cc3)c2c1=O	-19.0
Oc1ccc2ccccc2c1C=Nc1nccs1	-8.4
COc1ccc(NC(=O)c2cc(C(C)C)n(-c3nc4ccccc4s3)n2)c(OC)c1	1.0
CCCCc1ccc(NC(=O)C[C@@H]2Nc3ccccc3NC2=O)cc1	8.0
CC(=O)c1ccc(NC(=O)Cc2csc3nc(-c4ccc(F)cc4)cn23)cc1	-11.0
Cc1noc(Cc2ccccc2NC(=O)c2cc(C)oc2C)n1	-26.0
Cc1cc2ncc(CCCNC(=O)c3cnn(-c4ccccc4)c3C)cn2n1	-1.0
COc1ccc(C2C(=C(O)c3ccc(Br)cc3)C(=O)C(=O)N2C)cc1OC (configuration not stated)	-8.5
O=C(NC1CCCN1S(=O)(=O)c1ccc(Cl)cc1)N1CCOCC1 (configuration not stated)	-2.0
O=C(NCCCc1ccccc1)Nc1c[nH]c2ccccc12	-5.0
O=S(=O)(CCc1ccccc1)N1Cc2cnc(N3CCOCC3)nc2C1	7.0
CCC(C(=O)NC1CCCC(OC(=O)Nc2ccc(F)cc2)C1)c1ccccc1 (configuration not stated)	-15.0
CSc1nc(N2CCOCC2)c2cnn(CCNC(=O)COc3ccccc3F)c2n1	-12.0
O=C(ON=C1CCS(=O)(=O)c2sccc21)c1ccccc1	-3.7
Cc1cc(NC(=O)CC2CSc3nccc(=O)n32)no1 (configuration not stated)	-9.0
N#Cc1cccnc1N1CCC(CNC(=O)Nc2cccc(C(F)(F)F)c2)CC1	-2.0
COc1ccc(Oc2ncnc3c2cnn3-c2ccccc2)cc1	2.0
O=C1C2C3C=CC(C4CC34)C2C(=O)N1N=Cc1ccc(-c2ccc([N+](=O)[O-])cc2)o1 (configuration not stated)	-5.5
O=C(O)COc1ccccc1/C=C1/SC(=S)N(c2cccnc2)C1=O	-5.0
CCc1cc(=O)[nH]c(SCC(=O)O)n1	-15.0&7.0
Cc1ccc(C2CC(c3cccs3)=NN2C(=O)CSc2nnc(CNC(=O)c3ccco3)n2-c2cc(C)ccc2C)cc1 (configuration not stated)	19.0
COc1ccc(C)cc1NC(=O)NCCNc1cc(-n2cccc2)ncn1	-17.0
c1ccc(Nc2nc(-c3ccccn3)cs2)nc1	150.5*
COCCN1C(=O)C(=O)C(=C(O)c2cccc(OC)c2)C1c1ccco1 (configuration not stated)	-10.3
COc1ccc2nc(-c3ccc(Cl)c(NC(=O)C4CC4)c3)cn2n1	-4.0
Cc1cc(-c2nnc(NC(=O)c3ccccc3F)o2)nn1C	-3.0
CC(C)(C)NC(=O)CSc1nc(C(C)(C)C)cc(C(F)(F)F)c1C#N	4.0
CN(C)c1ccc(CCCNS(=O)(=O)c2ccccc2Cl)cc1	26.0
COC(=O)c1[nH]c(C)c(C(O)=C2C(=O)C(=O)N(CCCN(C)C)C2c2cccs2)c1C (configuration not stated)	13.0
CC(=O)Nc1cccc(C(=O)NN=Cc2cccc(C)n2)c1	6.0
O=C(COc1ccc2ccccc2c1)Nc1ccc2c(c1)N(S(=O)(=O)c1cccs1)CCC2	-2.0
CC(=NNC(=O)c1cccc(S(=O)(=O)N2CCCC2)c1)c1ccccc1F	1.4
CCN(CC)c1ccc(/C=N\NC(=O)CNC(=O)c2cccc3ccccc23)cc1	-2.0
Oc1ccc(C=NCCOCCOCCN=Cc2ccc(O)cc2)cc1	-8.0
O=C(Nc1nc(C(=O)N2CCN(c3ccc(F)cc3)CC2)cs1)c1ccccc1	-9.0&15.0
CCN(CC)c1ccc(C=NNC(=O)c2cccc(N3CCCC3=O)c2)cc1	1.4
Cc1nnc2ccc(-c3ccc(NC(=O)COc4ccc(Cl)cc4)cc3)nn12	-10.0
Cc1nc(OCC(=O)NCCNc2cc(-n3cnc(C)c3C)ncn2)cc(-n2cccn2)n1	-1.0
COc1cccc(NC(=O)Cn2c(-c3ccncc3)nc3ccccc32)c1	-11.0&-10.0
O=C(NCCn1ccc(-c2ccccn2)n1)C1CCC1	8.0
N#C/C(=C\c1ccc(-c2ccc(Br)cc2)o1)C(=O)NCCO	-11.0
CN(C)CCCN(C(=O)COc1ccccc1)c1nc2ccc(Br)cc2s1	-4.0
O=C(NCCC1=CCCCC1)C(=O)Nc1ccc(N2CCCS2(=O)=O)cc1	-8.0
Cc1ccc(-n2ncc3c(C4CC4)nn(CC(=O)Nc4ccccc4F)c(=O)c32)cc1C	-4.0
Cc1cc(C(=O)NN=C2CCCC(=O)C2)c(C)o1	2.2
CC(C)C(=O)NCCN1CCN(c2ccccc2)CC1	-25.0&-16.0
Cc1ccc(-c2cnc(SCC(=O)N3CCCCC3)n2C)cc1	2.0
Cc1noc(-c2cccn(C(C)C(=O)NCc3cccs3)c2=O)n1 (configuration not stated)	-5.0

Exported with bars between the fields: part of the list above
SMILES | SSB-PriA inh
CC(=O)Nc1cccc(C(=O)NN=Cc2cccc(C)n2)c1 | 6.0
O=C(COc1ccc2ccccc2c1)Nc1ccc2c(c1)N(S(=O)(=O)c1cccs1)CCC2 | -2.0
CC(=NNC(=O)c1cccc(S(=O)(=O)N2CCCC2)c1)c1ccccc1F | 1.4
CCN(CC)c1ccc(/C=N\NC(=O)CNC(=O)c2cccc3ccccc23)cc1 | -2.0
Oc1ccc(C=NCCOCCOCCN=Cc2ccc(O)cc2)cc1 | -8.0
O=C(Nc1nc(C(=O)N2CCN(c3ccc(F)cc3)CC2)cs1)c1ccccc1 | -9.0&15.0
CCN(CC)c1ccc(C=NNC(=O)c2cccc(N3CCCC3=O)c2)cc1 | 1.4
Cc1nnc2ccc(-c3ccc(NC(=O)COc4ccc(Cl)cc4)cc3)nn12 | -10.0
Cc1nc(OCC(=O)NCCNc2cc(-n3cnc(C)c3C)ncn2)cc(-n2cccn2)n1 | -1.0
COc1cccc(NC(=O)Cn2c(-c3ccncc3)nc3ccccc32)c1 | -11.0&-10.0
O=C(NCCn1ccc(-c2ccccn2)n1)C1CCC1 | 8.0
N#C/C(=C\c1ccc(-c2ccc(Br)cc2)o1)C(=O)NCCO | -11.0
CN(C)CCCN(C(=O)COc1ccccc1)c1nc2ccc(Br)cc2s1 | -4.0
O=C(NCCC1=CCCCC1)C(=O)Nc1ccc(N2CCCS2(=O)=O)cc1 | -8.0
Cc1ccc(-n2ncc3c(C4CC4)nn(CC(=O)Nc4ccccc4F)c(=O)c32)cc1C | -4.0
Cc1cc(C(=O)NN=C2CCCC(=O)C2)c(C)o1 | 2.2
CC(C)C(=O)NCCN1CCN(c2ccccc2)CC1 | -25.0&-16.0
Cc1ccc(-c2cnc(SCC(=O)N3CCCCC3)n2C)cc1 | 2.0
Cc1noc(-c2cccn(C(C)C(=O)NCc3cccs3)c2=O)n1 (configuration not stated) | -5.0

Compound activity deposited in PubChem BioAssay by Small Molecule Screening Facility, UW Madison.
